# Compound activity from PubChem BioAssay.
# BRCA1 expr up – activators of BRCA1 expression. MCF7-BRCA1-FFLuc reporter, luminescence, 48 h; response scale: scaled: vehicle 0%, 10 µM genistein 100%. 380,000 compounds, 1.1% hits. Potency, µM (top dose mostly 46.1 µM), inactives show at the top dose activation, usual class: activators. AID 624202; note: potency is the fitted concentration of half-maximal effect; nearly all actives have a fitted effect of over 80% in size; some results filed as inactive show a strong effect at the top dose
#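 48 h compound treatment of MCF7-BRCA1-FFLuc cells (phenol-red free MEM, 37 °C), then 15 min with luciferase substrate and luminescence imaging.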
# TRPV1 ag – agonists of human vanilloid receptor 1 (TRPV1) | 320,000 compounds, 0.19% hits | Q8NER1 | TRPV1-expressing cells, Fluo-8 calcium influx, agonist mode | AID 540275 | activation, % at 8.33 µM; in the data active = activation above about 80%; inconclusive = between about 30% and that limit; note: 0% is about no effect
# Target sequence (Q8NER1 whole entry, looked up): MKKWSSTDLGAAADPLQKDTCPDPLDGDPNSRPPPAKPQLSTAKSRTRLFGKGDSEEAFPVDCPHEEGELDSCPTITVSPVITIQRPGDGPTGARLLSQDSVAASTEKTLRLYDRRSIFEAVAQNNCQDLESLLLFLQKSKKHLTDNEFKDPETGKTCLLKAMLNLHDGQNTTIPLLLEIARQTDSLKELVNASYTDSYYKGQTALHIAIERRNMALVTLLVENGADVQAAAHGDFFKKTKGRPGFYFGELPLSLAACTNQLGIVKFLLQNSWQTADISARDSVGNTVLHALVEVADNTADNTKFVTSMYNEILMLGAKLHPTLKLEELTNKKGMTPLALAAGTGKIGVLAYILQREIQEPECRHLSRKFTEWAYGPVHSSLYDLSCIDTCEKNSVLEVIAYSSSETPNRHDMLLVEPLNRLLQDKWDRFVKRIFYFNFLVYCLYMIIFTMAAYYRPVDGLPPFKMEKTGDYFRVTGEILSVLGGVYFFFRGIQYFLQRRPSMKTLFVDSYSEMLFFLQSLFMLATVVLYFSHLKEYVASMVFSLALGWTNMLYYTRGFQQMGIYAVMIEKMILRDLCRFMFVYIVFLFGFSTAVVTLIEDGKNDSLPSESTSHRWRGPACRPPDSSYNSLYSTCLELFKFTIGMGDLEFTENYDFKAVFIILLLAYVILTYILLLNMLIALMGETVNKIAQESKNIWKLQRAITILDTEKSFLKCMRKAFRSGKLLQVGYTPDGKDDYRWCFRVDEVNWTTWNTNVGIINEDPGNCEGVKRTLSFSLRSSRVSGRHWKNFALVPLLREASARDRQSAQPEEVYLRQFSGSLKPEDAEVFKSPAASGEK
#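 TRPV1-expressing cells were cultured overnight at 35.5C and loaded with Fluo-8 calcium dye for 40 to 90 min at room temperature. After a 10 s baseline, compound was added and calcium influx was read kinetically for 3 min (ex 480/em 520 nm).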
# USP2a block – inhibitors of human ubiquitin-specific protease USP2a. USP2 core, Ub-CHOP2 coupled fluorogenic reporter, 485/531. Potency, µM (doses to about 38.3 µM), without a hit: at the top dose activity change, negative = inhibition, actives largely listed as inhibitors. 330,000 compounds, 0.01% hits. AID 463254;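 note: potency is the fitted concentration of half-maximal effect; plate controls were DMSO wells for no effect and full inhibition by NEM control for full effect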
#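 Cell-free coupled assay: 10nM USP2 core preincubated 30min RT with compound in Tris-HCl pH 8.0/CaCl2/CHAPS buffer, then 25nM Ub-CHOP2 and 25nM reporter substrate; fluorescence (Ex 485/Em 531) read after 60min RT, normalized to NEM inhibition, concentration-response curves fitted.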
# PTAP TSG101 blk – blocks PTAP/TSG101 interaction to inhibit HIV-1 budding; Q99816; Fluorescence polarization, FITC-PTAP peptide / Tsg101 binding; Potency, µM (titrated, usually from 115 µM), for the others: at the highest dose activity change, negative = inhibition, actives largely listed as inhibitors; 340,000 tested, under 10 active; AID 493005; active = well fitted inhibition curve with a large enough effect in the main read-out, with a control signal flat, not every such curve was filed as active; inconclusive = small, poorly fitted or top-dose-only effect, or effect the other way, or a change in a side signal; inactive = no such curve, though single readings can be large or run the other way; note: potency is the fitted concentration of half-maximal effect; % of control where 0% means no effect
#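 Tsg101 binding domain (10 uM final) was mixed with compound and a FITC-labeled PTAP peptide (50 nM final) in HEPES pH 7.5 buffer with NaCl, Tween 20, EDTA and TCEP; fluorescence polarization was read after 20 min at r.t.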
# Integrin act MD – activators of alpha7 integrin expression for muscular dystrophy | Potency, µM (highest dose often 38.3 µM), for the others: top-dose activation, usual class: activators | 350,000 compounds, 0.064% hits | alpha7betagal myoblasts, beta-gal FDG fluorescence, 48 h | AID 624291;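 note: potency is the fitted concentration of half-maximal effect; 100% = response of the positive control SU9516; nearly all actives have a fitted effect of over 60% in size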
#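 alpha7betagal+/- myoblasts (passage 13, 250/well) treated 48 h at 37C with compounds at 1:260 dilution of DMSO stock. Lysed, then beta-galactosidase activity read as FDG fluorescence (ex 480/em 540) after 30 min, with pre-read for autofluorescence.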
# Eya2 inh – blocks the phosphatase activity of human Eya2; recombinant Eya2, OMFP fluorescence dephosphorylation (OMFP is methylfluorescein phosphate); O00167; Potency, µM (highest dose often 76.9 µM), for the others: top-dose activity, negative = inhibition, most hits filed as inhibitors; 330,000 compounds, 0.006% hits; AID 488837; note: potency is the fitted concentration of half-maximal effect; % is set by controls: 0 for no effect and ±100 for the full control effect
#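 Eya2 protein (added as 0.2 uM solution) was preincubated with compound for 10 min at ambient temperature in 50 mM HEPES pH 7.5, 50 mM NaCl, 5 uM MgCl2, 0.05% BSA, 1 mM DTT. OMFP (added at 50 uM) then reacted 10 min; fluorescence read at 485/525 nm.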
# ELG1 genotox – inducers of genotoxicity in HEK293T ELG1-luciferase cells; HEK293T ELG1-luciferase reporter, luminescence, 16 h; Potency, µM (series often up to 46 µM), for the others: at the top dose activity change, positive = activation, actives largely listed as activators; 330,000 compounds, 1.3% hits; AID 504466; note: potency is the fitted concentration of half-maximal effect; % of control where 0% means no effect; nearly all actives have a fitted effect of over 60% in size
#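 ELG1-luciferase HEK293T cells, 2,000/well; compound pinned in; 16 hr, 37 °C, 5% CO2; ONE-Glo, 30 min RT; luminescence on CCD imager.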
# uPA generation – blocks generation of uPA at the cell surface; AID 540303; Potency, µM (titrated, usually from 38.3 µM), without a hit: top-dose activity change, negative = inhibition, actives largely listed as inhibitors; cell surface uPA generation assay, qHTS; 330,000 compounds, 0.31% hits; active = well fitted inhibition curve with a large enough effect; inconclusive = small, poorly fitted or top-dose-only effect; inactive = no such curve, though single readings can be large or run the other way; tested in mouse RAW 264.7 cells; note: potency is the fitted concentration of half-maximal effect; % is set by controls: 0 for no effect and ±100 for the full control effect; nearly all actives have a fitted effect of over 55% in size
# p53 reactivator – restores transcriptional activity of mutant p53; Potency, µM (top dose mostly 92.2 µM), inactives show at the highest dose activity change, positive = activation, usual class: activators; 320,000 compounds, 0.063% hits; H1299 p53-A138V BP100-luciferase reporter, luminescence, 24 h; AID 504706; note: potency is the fitted concentration of half-maximal effect; % of control where 0% means no effect; nearly all actives have a fitted effect of over 45% in size
#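 p53-null H1299 cells stably carrying temperature-sensitive p53-A138V and a BP100-luciferase reporter were pinned with compounds (4-point, 1:5 series) and held 24 hrs at 37 deg C. Luminescence was read 10 min after detection reagent.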
# S-ASM inh – blocks human secretory acid sphingomyelinase; P17405; 340,000 compounds, 0.006% hits; placental ASM, HMU-PC fluorogenic substrate, 60 min; AID 504937; Potency, µM (titrated, usually from 57.5 µM), inactives show at the highest dose activity change, negative = inhibition, most hits filed as inhibitors; note: potency is the fitted concentration of half-maximal effect
#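 Steps: dispense placental human ASM, pin compound, wait 10 min at room temperature, add HMU-PC0 substrate at 9 uM final, incubate 60 min at 37 °C, add stop solution raising pH to 10, read fluorescence.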
# B2AR arrestin – beta2AR (human) beta-arrestin recruitment activity; beta-arrestin recruitment to beta2AR, cell-based reporter; Potency, µM (highest dose often 46.1 µM), inactives show at the highest dose activation, usual class: activators; 330,000 compounds, 0.02% hits;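 note: potency is the fitted concentration of half-maximal effect; 0% = DMSO controls and full agonism = EC100 isoproterenol or metaproterenol; nearly all actives have a fitted effect of over 65% in size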
# Starred values were filed as active, the others as inactive; ? = inconclusive; . = no result given; [ ] = another dose, or the depositor's remark. Unless noted, calls come from the whole dose curve; as a rule, active = well fitted curve in the direction sought with a large enough effect; inconclusive = small, poorly fitted or top-dose-only effect, or another doubt; inactive = no such curve, though single readings can be large; an effect the other way counts as inactive or inconclusive.
molecule	B2AR arrestin	USP2a block	Integrin act MD	S-ASM inh	TRPV1 ag	p53 reactivator	BRCA1 expr up	Eya2 inh	uPA generation	ELG1 genotox	PTAP TSG101 blk
Cc1c(Cl)c(C(=O)NNC(=S)Nc2ccccc2)nn1C	-0.2%	2%	0%	0%	-1	28%	28%	1%	-8%	?	4%
COc1ccc(C(=O)Nc2sc(C)c(C)c2CN2CCOCC2)cc1	-0.3%	-4%	0%	10%	?	24%	16%	0%	-3%	-1%	1%
CC1CN(CC(O)COCc2ccc3c(c2)OCO3)CC(C)O1 (stereo not drawn)	-1.6%	1%	?	4%	-6	15%	20%	10%	4%	-4%	0%
CCC(c1nnnn1Cc1ccco1)N(CCc1ccccc1)Cc1cc2cc(C)ccc2[nH]c1=O (stereo not drawn)	0.3%	-5%	-50%[inhibitor]	-14%	3	-5%	-48%	-1%	-3%	-15%	-5%
CCOC(=O)C1CCCN(C(=O)c2ccc(OCC)cc2)C1 (stereo not drawn)	0.1%	-1%	16%	0%	0	-3%	-2%	-8%	1%	-1%	-2%
CCc1nc2n[nH]c(N)c2c2c1CSC(C)(C)C2	0.0%	1%	-15%	0%	-2	-7%	6%	-1%	-7%	1%	-3%
COc1ccc(-c2cc(C(=O)N3CCN(c4ccccc4OC)CC3)no2)cc1	-0.1%	-10%	4%	-13%	0	0%	-14%	-3%	3%	0%	-2%
Cc1ccc(S(=O)(=O)NCc2ccc(C(=O)NCc3cccnc3)cc2)cc1	-0.1%	0%	.	.	-4	-3%	.	0%	.	-3%	.
Oc1[nH]c(N=C2N=c3ccccc3=N2)c2ccccc12	?	0%	9%	-3%	?	?	-59%	22%	-17%	6.5µM*	-1%
CN(C)CCCNC(=O)/C(=C\c1ccc(-c2ccc(Br)cc2)o1)NC(=O)c1ccccc1	-0.6%	4%	-52%[inhibitor]	88%[activator]	4	0%	-95%[inhibitor]	-5%	-11%	0%	-2%
CN(C)S(=O)(=O)c1cccc(C(=O)OCC(=O)c2ccc3c(c2)NC(=O)CO3)c1	2.7%	2%	-13%	-5%	.	11%	-9%	1%	7%	12%	0%
O=C(CCCn1ncn2c(cc3occc32)c1=O)NCc1cccc(Cl)c1	0.2%	-1%	12%	-2%	6	-2%	-1%	-3%	3%	3%	-4%
COc1ccc(-c2cc(C(=O)O)nc3ccc4ccccc4c23)cc1OC	0.1%	-2%	8%	99%[activator]	-2	2%	39%	4%	-5%	5%	0%
O=C(Nc1ccc(S(=O)(=O)N2CCCc3ccccc32)cc1)C1CCCO1 (stereo not drawn)	-0.1%	0%	0%	-2%	1	-10%	-30%	0%	.	?	-7%
Cn1c2c(c(=O)n(C)c1=O)C(C(F)(F)F)(C(F)(F)F)N=C(c1ccccc1Cl)N2	0.0%	2%	-17%	0%	-1	2%	-63%	10%	0%	-12%	-3%
O=C(CCn1c(=O)c2cccn2c2ccc(F)cc21)NCc1cccc(F)c1	0.2%	3%	8%	2%	?	-1%	-12%	-1%	4%	-3%	-7%
COc1ccc(C(=O)Nc2nc(C)cc(C)n2)cc1	-0.1%	3%	-5%	3%	-3	3%	-26%	4%	2%	-12%	-2%
Cc1nn(-c2ccccc2)c(Cl)c1C(=O)NCc1ccccc1F	0.0%	1%	3%	-4%	28	-8%	-2%	-7%	-2%	-1%	-3%
CCCCN1C(=O)C(=O)N(CC(=O)c2ccc3c(c2)CCCC3)C1=O	-0.3%	-1%	3%	-12%	17	2%	38%	-24%	6%	-1%	0%
COc1ccc(CCNC(=O)CCS(=O)(=O)Cc2ccccc2C)cc1OC	0.1%	8%	-17%	2%	-1	1%	1%	-2%	8%	-2%	0%
Cc1cc(C)c[n+](C2=C([O-])c3ccccc3C(=O)/C2=N\S(=O)(=O)c2cccs2)c1	0.6%	-2%	-17%	-1%	2	30%	-47%	-3%	-5%	-7%	-3%
O=[N+]([O-])c1ccc(Sc2nccn2Cc2ccccc2)c([N+](=O)[O-])c1	0.0%	0%	-53%[inhibitor]	-2%	-1	-38%[inhibitor]	-59%	6%	-14%	-27%	-2%
Cc1cc(C)nc(Nc2ncc(O)n2-c2ccc(Br)cc2)n1	-1.1%	1%	25%	1%	2	-3%	-2%	-6%	6%	-3%	-5%
Cc1cccc(C)c1OCC(=O)NNC(=O)CNC(=O)c1ccc(OC(F)F)cc1	0.7%	2%	6%	-2%	4	-4%	-22%	-10%	7%	2%	2%
Cc1ccc2nc(Nc3ccccc3)c(C=O)c(=O)n2c1	0.0%	3%	?	-3%	15	.	16%	-3%	-7%	4%	-1%
CCN1CCN(C(=O)C(N)Cc2ccccc2)CC1 (stereo not drawn)	0.1%	4%	-10%	6%	1	0%	5%	-2%	-4%	3%	1%
O=[N+]([O-])c1ccc2c(c1)C(=Nc1ccccc1)c1ccccc1-2	.	.	?	-24%	.	.	-16%	.	-6%	.	-3%
COc1ccccc1OCc1ccc(C(=O)NCCN(C)C)o1	0.0%	-3%	-20%	0%	6	-1%	-4%	-3%	2%	1%	-1%
CCc1cccc(N(C(=O)c2csnn2)C(C(=O)NC2CCCC2)c2cccnc2)c1 (stereo not drawn)	0.0%	0%	8%	1%	-1	0%	-3%	-14%	6%	3%	-4%
CCOc1ccccc1N(C)C(=O)c1sc2ncn(CC(=O)N3CCCCC3C)c(=O)c2c1C (stereo not drawn)	0.1%	0%	?	1%	-4	-1%	-6%	-13%	-3%	-7%	-7%
CN1OC[C@@H]2CN(Cc3cc(Cl)cc(Cl)c3)[C@H](c3cccc(Br)c3)C[C@@H]21	.	.	20%	-10%	.	.	-26%	.	3%	.	-7%
O=C(c1ccccc1Cc1ccccc1)N1CCN(S(=O)(=O)c2ccccc2F)CC1	0.4%	0%	-9%	4%	6	-6%	-15%	7%	5%	-9%	-3%
CC(=O)Nc1cc(NC(C)=O)cc(C(=O)OCC(=O)c2ccc3c(c2)NC(=O)CO3)c1	-0.3%	0%	-28%	-1%	0	-2%	0%	10%	2%	-2%	-2%
COc1ccc(C2(CNC(=O)c3cc([N+](=O)[O-])cc([N+](=O)[O-])c3)CCCC2)cc1OC	2.8%	-1%	-11%	-2%	-4	0%	-3%	-7%	-8%	-9%	-8%
O=C(NCCOc1nc(N2CCCCC2)nc(N2CCCCC2)n1)Nc1ccccc1	-0.5%	5%	-35%	-19%	?	6%	0%	-3%	-3%	-14%	0%
Cc1cnn(C(=S)NCC2CCCO2)c1 (stereo not drawn)	-0.8%	1%	4%	7%	-2	8%	15%	1%	3%	6%	-12%
Oc1oc(-c2ccccc2)nc1/C=N/c1ccccn1	0.5%	9%	3%	21%	1	4%	89%	-4%	-1%	-6%	0%
Cc1csc(SCC(=O)NC(C)C2CC3CCC2C3)n1 (stereo not drawn)	-1.3%	0%	3%	3%	10	5%	3%	-1%	-7%	1%	0%
Cn1c(=O)[nH]c(=O)c2c1nc1n2CCCS1	-1.1%	3%	2%	1%	-3	-4%	-6%	3%	-1%	-7%	1%
COc1cccc(/C=C/C(=O)OCC(=O)NCC2CCCO2)c1OC (stereo not drawn)	0.2%	1%	-28%	5%	-4	7%	-12%	18%	-1%	-4%	-1%
O=C(NCCc1ccc(Cl)cc1)C1CCN(S(=O)(=O)c2cccc3nonc23)CC1	0.1%	-5%	14%	-4%	2	-4%	-4%	-2%	2%	14%	1%
Cc1cc(C(F)(F)F)nc(CCNCc2c(C(=O)N3CCCC3)nc3ccccn23)n1	-0.2%	3%	1%	0%	-2	-4%	-12%	-2%	-1%	-5%	-10%
Cc1ccc(F)cc1NC(=O)CN1C(=O)NC2(CCCc3ccccc32)C1=O (stereo not drawn)	-0.3%	-1%	12%	3%	0	1%	3%	-24%	5%	-2%	0%
CCOC(=O)c1c(C)[nH]c(C(=O)CN2CCN(CC)CC2)c1C	0.2%	1%	-42%	1%	4	0%	-7%	5%	1%	0%	0%
OCCNc1nc2ccc(Cl)cc2[nH]1	-0.6%	0%	14%	4%	3	-1%	29%	-7%	.	10%	-6%
O=C(CNC(=O)c1ccccc1F)OCC(=O)N1CCCc2ccccc21	0.4%	-5%	-9%	0%	0	2%	2%	-3%	1%	0%	1%
